Source: PubChem BioAssay (National Center for Advancing Translational Sciences (NCATS))
IL1B secr inh: inflammasome signaling inhibition, IL-1 beta readout | THP-1 LPS/ATP IL-1B secretion, AlphaLISA, 16 h; hits give low values | activity change, % at 57.5 µM | hit rate 4.7% among 360,000; in the data active = activity change below about -50%; inconclusive = mostly about -30% to -49%; also: % is scaled to controls: 0 for no effect and ±100 for the full control effect
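THP-1 cells pretreated 1 hr with compounds (up to 57.5 uM final), then stimulated with LPS (250 ng/mL final) plus ATP (1.25 mM final); secreted IL-1B measured by AlphaLISA after 16 hr, decreased signal indicating inhibition.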
HT1080 IDH1KD tx: kills HT-1080 cells with IDH1 knockdown | HT-1080 IDH1 knockdown viability, ATP luminescence, 48 h | Potency, µM (highest dose often 46.1 µM), inactives show top-dose activity, negative = toxicity, actives largely listed as cytotoxic | hit rate 2% among 360,000;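 also: potency is read from the fitted curve at half-maximal effect; 0% = DMSO wells and -100% = cell-free medium wells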
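Luminescent ATP read-out (CellTiter-Glo, 10 min at room temperature) after 48 h compound exposure at 37 °C gave viability of IDH1-knockdown HT-1080 cells. Activity was normalised to DMSO and cell-free wells, then fitted as concentration-response curves.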
ATXN2 expr inh: ATXN2 expression inhibition; hit rate 0.72% among 360,000; AID 1745845; HEK-293 ATXN2-luciferase reporter, luminescence, 24 h; Potency, µM (top dose mostly 57 µM), without a hit: at the highest dose activity change, negative = inhibition, hits mostly inhibitors; also: potency is read from the fitted curve at half-maximal effect; % is scaled to controls: 0 for no effect and ±100 for the full control effect; nearly all actives have a fitted effect of over 55% in size
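qHTS (up to 57 uM final) was run with 24 h compound exposure of reporter cells at 37 °C. Each well was multiplexed: SteadyGlo luminescence measured ATXN2-luciferase expression after a fluorogenic Gly-Phe-AFC viability readout (25 uM final).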
HT1080-NT tox: kills 2HG-producing HT-1080-NT fibrosarcoma cells; HT-1080-NT fibrosarcoma viability, CellTiter-Glo ATP luminescence, 48 h; Potency, µM (series often up to 46.1 µM), for inactives: top-dose activity, negative = less viability, actives largely listed as cytotoxic; hit rate 1.6% among 360,000; AID 686970;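 also: NT is the 2HG producing partner of a matched IDH1 knockdown line; potency is read from the fitted curve at half-maximal effect; 0% = DMSO-treated cells and -100% = media-only wells without cells; nearly all actives have a fitted effect of over 55% in size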
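A 48-hour cytotoxicity screen used HT-1080-NT cells plated 2 hours before compound delivery. ATP-based CellTiter-Glo luminescence measured viability, normalized to DMSO and no-cell controls.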
MCF10A rerep: inducers of DNA re-replication in MCF 10A breast cells; MCF 10A DNA re-replication, Hoechst nuclear intensity, 48 h; Potency, µM (doses to about 46.1 µM), for the others: at the highest dose activity, positive = re-replication, usual class: activators; hit rate 2.9% among 350,000; also: potency is read from the fitted curve at half-maximal effect; % of control where 0% means no effect; nearly all actives have a fitted effect of over 50% in size
KB-3-1 tox: KB-3-1 parental cell cytotoxicity; KB-3-1 viability, CellTiter-Glo ATP luminescence, 72 h; Potency, µM (titrated, usually from 46.1 µM), for the others: at the top dose activity change, negative = cytotoxic, usual class: cytotoxic; hit rate 1.4% among 400,000; also: potency is read from the fitted curve at half-maximal effect; % is scaled to controls: 0 for no effect and ±100 for the full control effect; nearly all actives have a fitted effect of over 60% in size
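Cells are dispensed, compounds pinned in, plates held at 37 °C for 72 h, then CellTiter-Glo is added and luminescence read after 10 minutes. Cell line: parental KB-3-1 in phenol-red-free DMEM, 10% FBS.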
SW480 rereplic: inducers of DNA re-replication in SW480 colon cancer cells. hit rate 1.8% among 340,000. AID 624297. Potency, µM (titrated, usually from 46.1 µM), for the others: at the highest dose re-replication activation, usual class: activators. SW480 DNA re-replication, Hoechst DNA content imaging, 48 h; also: potency is read from the fitted curve at half-maximal effect; % of control where 0% means no effect; nearly all actives have a fitted effect of over 55% in size
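250 cells/well; 23 nL cpd via pin tool; 48 hr, 37 C, 5% CO2; Hoechst 40 min; imager read of total nuclear intensity, ex 405/em 500-530 nm.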
KB-V1 cytotox: KB-V1 MDR subline cytotoxicity | KB-V1 MDR cells viability, CellTiter-Glo, 72 h | hit rate 3.4% among 400,000 | Potency, µM (titrated, usually from 46.1 µM), for the others: at the top dose activity change, negative = cytotoxicity, hits mostly cytotoxic | AID 1347076; also: potency is read from the fitted curve at half-maximal effect; % is scaled to controls: 0 for no effect and ±100 for the full control effect; nearly all actives have a fitted effect of over 60% in size
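KB-V1, DMEM (no phenol red) + 10% FBS; cpd pin-transferred, titration series; 72 h, 37 degrees C; CellTiter-Glo, luminescence. Data normalized, curve-fit.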
WRN helicase inh: WRN helicase (human) inhibition | WRN helicase unwinding, fluorescent forked duplex, kinetic | hit rate 0.46% among 360,000 | AID 651768 | Potency, µM (highest dose often 114 µM), inactives show at the highest dose activity change, negative = inhibition, actives largely listed as inhibitors; also: potency is read from the fitted curve at half-maximal effect; % is scaled to controls: 0 for no effect and ±100 for the full control effect; nearly all actives have a fitted effect of over 55% in size
Target sequence (Q14191 whole entry, looked up): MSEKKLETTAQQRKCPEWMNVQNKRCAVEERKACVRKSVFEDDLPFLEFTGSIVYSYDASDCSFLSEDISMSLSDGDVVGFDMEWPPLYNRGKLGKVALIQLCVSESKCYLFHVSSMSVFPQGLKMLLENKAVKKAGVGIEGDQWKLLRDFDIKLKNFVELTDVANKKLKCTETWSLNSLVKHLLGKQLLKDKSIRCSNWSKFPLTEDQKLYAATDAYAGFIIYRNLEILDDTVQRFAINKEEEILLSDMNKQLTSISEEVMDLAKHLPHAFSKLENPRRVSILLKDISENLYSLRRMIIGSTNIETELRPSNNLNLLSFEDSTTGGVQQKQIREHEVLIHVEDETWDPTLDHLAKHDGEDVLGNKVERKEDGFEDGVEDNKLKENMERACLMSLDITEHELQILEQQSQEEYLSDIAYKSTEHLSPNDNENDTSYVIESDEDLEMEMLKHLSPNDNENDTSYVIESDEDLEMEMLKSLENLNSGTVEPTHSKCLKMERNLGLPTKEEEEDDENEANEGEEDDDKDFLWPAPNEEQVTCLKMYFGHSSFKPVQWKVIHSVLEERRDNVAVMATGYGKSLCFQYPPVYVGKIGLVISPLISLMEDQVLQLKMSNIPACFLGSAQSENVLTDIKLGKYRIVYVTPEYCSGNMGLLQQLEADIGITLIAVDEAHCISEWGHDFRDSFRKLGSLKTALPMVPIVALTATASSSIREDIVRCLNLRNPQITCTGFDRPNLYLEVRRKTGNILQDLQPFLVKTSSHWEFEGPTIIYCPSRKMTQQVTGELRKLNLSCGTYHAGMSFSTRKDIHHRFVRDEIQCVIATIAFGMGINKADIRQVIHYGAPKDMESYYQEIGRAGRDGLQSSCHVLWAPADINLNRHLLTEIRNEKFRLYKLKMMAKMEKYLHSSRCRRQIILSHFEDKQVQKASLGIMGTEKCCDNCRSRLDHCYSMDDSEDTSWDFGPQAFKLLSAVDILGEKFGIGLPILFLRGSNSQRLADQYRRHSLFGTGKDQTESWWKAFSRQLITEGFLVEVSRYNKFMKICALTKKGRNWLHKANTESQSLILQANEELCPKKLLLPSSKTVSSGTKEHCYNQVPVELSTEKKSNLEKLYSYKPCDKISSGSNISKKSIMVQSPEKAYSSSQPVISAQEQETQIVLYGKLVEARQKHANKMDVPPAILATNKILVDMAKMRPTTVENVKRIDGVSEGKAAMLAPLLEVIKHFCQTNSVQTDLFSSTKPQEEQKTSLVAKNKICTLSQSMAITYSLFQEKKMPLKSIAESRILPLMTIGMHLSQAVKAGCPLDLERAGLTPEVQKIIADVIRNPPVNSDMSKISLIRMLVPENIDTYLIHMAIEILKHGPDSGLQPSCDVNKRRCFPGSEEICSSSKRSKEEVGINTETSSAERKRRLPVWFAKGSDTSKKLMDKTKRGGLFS
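Primary qHTS, 1536-well format. 20 nM WRN + compound, 15 min RT; start with 100 nM forked fluorophore/quencher duplex, 2 mM ATP (final); kinetic read ex 525/em 598 nm.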
* hit, by the source's call; ? = inconclusive; · = not tested or not shown; [ ] = remark or other dose. Unless noted, calls follow the shape of the dose curve; as a rule, active = well fitted curve in the direction sought with a large enough effect; inconclusive = small, poorly fitted or top-dose-only effect, or another doubt; inactive = no such curve, though single readings can be large; an effect the other way counts as inactive or inconclusive. This is a random part of the collection. About 12% of those tested had a hit in this group.

canonical_smiles	IL1B secr inh	HT1080 IDH1KD tx	ATXN2 expr inh	HT1080-NT tox	MCF10A rerep	KB-3-1 tox	SW480 rereplic	KB-V1 cytotox	WRN helicase inh
CN(CCN1CCOCC1)Cc1nc(-c2ccc3c(c2)OCO3)no1	14	-4%	·	0%	-2%	0%	0%	-2%	9%
O=c1[nH]c(CN2CCN(S(=O)(=O)c3ccc4c(c3)OCCO4)CC2)nc2sc3c(c12)CCCC3	3	15%	-11%	-6%	?	0%	2%	1%	-6%
CC(=O)/C=C(\C)NCCNc1c(F)c(F)c(CO)c(F)c1F	2	2%	4%	-5%	2%	-1%	0%	-2%	-20%
Cc1cc(OCC(=O)NCCCN2CCCC2=O)c2c(C)c(C)c(=O)oc2c1	?	13%	10%	8%	1%	10%	0%	?	-5%
CN(C)Cc1c[nH]c2nccnc12	-6	21%	·	-1%	·	4%	·	-1%	-8%
CC(C)(C)CN1CCN(Cc2cc3ccccc3[nH]2)CC1CCO (stereo not drawn)	-13	-3%	-22%	-5%	0.65µM*	?	?	-26%	1%
NNC(=O)CCn1c2ccccc2c2ccccc21	10	-1%	·	-28%	12µM*	4%	86%	4%	-1%
COc1ccccc1CNC(=O)c1ccc2nc(C)c(N(C)Cc3ccc(NC(C)=O)cc3)n2c1	-22	4%	16%	19%	·	0%	·	3%	0%
COc1ccc(S(=O)(=O)N2CCCCCC2)cc1NC(=O)Cc1ccc(OC)c(OC)c1	-5	-3%	-2%	-1%	3%	0%	-3%	?	-14%
Cc1ccc(CCNC(=O)CN2CCN(Cc3ccccc3F)C2=O)cc1	8	12%	8%	11%	-6%	?	-6%	-1%	5%
CCC1(C)Cc2nc(Cl)c(C#N)cc2CO1 (stereo not drawn)	-1	2%	-17%	-1%	-3%	-1%	-3%	11%	9%
FC(F)(F)c1cccc(-n2cc(-c3ccccc3)[nH]c2=S)c1	-6	-4%	2%	-4%	17%	7%	-7%	-14%	7%

Next compounds:
canonical_smiles	IL1B secr inh	HT1080 IDH1KD tx	ATXN2 expr inh	HT1080-NT tox	MCF10A rerep	KB-3-1 tox	SW480 rereplic	KB-V1 cytotox	WRN helicase inh
Cc1c(C(=O)N2CCOCC2)sc2nc(-c3ccccc3)cn12	0	5%	44%[activator]	8%	-12%	1%	-9%	23µM*	1%
Cc1ccc2c(COC(=O)c3ccccc3Br)cc(=O)oc2c1	20	-1%	67%[activator]	13%	15%	-7%	3%	-5%	-3%
CC1(CC(=O)N/N=C/c2cc(Br)c(O)cc2O)OCCO1	13	?	?	?	1%	-27%	-2%	?	-20%
COc1ccccc1-c1nc(-c2ccc(C)nc2OC)no1	-21	0%	6%	-13%	1%	0%	-3%	-4%	-7%
O=C(c1ccc(Cl)cc1)N1CCN(CCOc2ccccc2)CC1	-7	-8%	-11%	-1%	12%	-16%	-7%	-11%	7%
Cc1cc([N+](=O)[O-])nn1CC(=O)NCc1nc2ccccc2[nH]1	16	1%	·	14%	1%	-8%	-7%	7%	-2%
CCN(CC)c1ccc2c(C)c(CN3CCOCC3)c(=O)oc2c1	-21	1%	-20%	7%	5.8µM*	-6%	21µM*	0%	-5%
Cc1cc(NC(=O)CSc2nnc(-c3ccccc3)c(-c3ccccc3)n2)no1	-3	5.2µM*	-30%	2.9µM*	12µM*	7.3µM*	3.7µM*	5.2µM*	1%
COc1cccc(NC(=O)c2ccccc2N2C(=O)C3C4C=CC(C4)C3C2=O)c1 (stereo not drawn)	-17	-17%	9%	-7%	0%	·	2%	·	?
C[C@H]1CC[C@@]2(O[C@H](CCO)C[C@@H](O)[C@@H]2O)O1	26	-1%	3%	-1%	7%	-1%	-2%	?	-1%
CCOC(=O)c1[nH]c2ccc(OC)cc2c1NC(=O)NC(C)C	-4	12%	-2%	22%	-3%	0%	1%	19%	-7%
CCC(C)NC(=O)c1ccccc1NC(=O)c1ccccc1N(C)S(C)(=O)=O (stereo not drawn)	23	3%	2%	-5%	1%	0%	6%	0%	-5%[57.1 µM]

The list goes on.
canonical_smiles	IL1B secr inh	HT1080 IDH1KD tx	ATXN2 expr inh	HT1080-NT tox	MCF10A rerep	KB-3-1 tox	SW480 rereplic	KB-V1 cytotox	WRN helicase inh
O=C(O)Cn1c(SCCOc2ccccc2F)nc2ccccc21	12	?	1%	20%	2%	0%	27%	?	11%
CCC(=O)NCCc1nc2cc(NC(=O)c3ccc(OC)cc3)ccc2n1C	5	18%	38%[activator]	1%	-20%	-2%	1%	-1%	-8%
COc1ccc(-c2c(C)n([O-])c3c([n+]2=O)CCCC3)c(OC)c1	10	22%	4%	2%	-3%	-5%	0%	6%	4%
CC(=O)c1c(C)[nH]c(C(=O)OCC(=O)Nc2cc(S(=O)(=O)N3CCCC3)ccc2Cl)c1C	75	-3%	1%	3%	-63%[inhibitor]	?	54%	13µM*	5%
CC1CCN(CC(=O)Nc2ccc(S(=O)(=O)N3CCCCC3)cc2)CC1	0	-3%	-19%	0%	2.3µM*	0%	12%	-19%	7%
CCOC(=O)N1CCN(C(=O)c2cn(CC)c3ccc(S(=O)(=O)N4CCOCC4)cc3c2=O)CC1	-12	-7%	·	-9%	-1%	?	?	3%	3%
COc1cccc(-c2cccc(NC(=O)C3CCN(C4CCC4)CC3)c2)c1	-13	18%	4%	13%	1%	13%	-16%	7%	-17%
Cc1sc(NC(=O)Cn2cnnn2)nc1-c1ccc(Cl)cc1	-21	0%	-13%	-1%	-2%	-6%	5%	20%	5%
CCOC(=O)c1c(NC(=O)C2C3C=CC(CC3)C2C(=O)O)sc(C)c1C (stereo not drawn)	7	3%	-11%	-4%	-1%	1%	?	5%	-23%
COCCn1c(C)cc(/C=C(\C#N)C(=O)OCC(=O)Nc2ccc(S(N)(=O)=O)cc2)c1C	26	-15%	3%	0%	16µM*	8%	-33%	6%	0%
C=CCOc1ccccc1CN(C(=O)CCl)c1ccc2c(c1)OCO2	-106*	2.6µM*	?	3.7µM*	?	?	5.2µM*	?	9%
CCc1nnc(N/N=C\c2ccc(OC(C)=O)c(OC)c2)n1N	-8	18µM*	-15%	?	23µM*	3%	?	-7%	-5%[11.6 µM]

Additional entries
canonical_smiles	IL1B secr inh	HT1080 IDH1KD tx	ATXN2 expr inh	HT1080-NT tox	MCF10A rerep	KB-3-1 tox	SW480 rereplic	KB-V1 cytotox	WRN helicase inh
O=C(CSC(=S)N1CCCC1)N1CCN(S(=O)(=O)c2cccc([N+](=O)[O-])c2)CC1	-4	2%	-3%	2%	1%	·	6%	·	-15%
O=C1CN=C(Nc2ccccc2Cl)N1c1ccccc1	16	10%	9%	7%	-1%	12%	-4%[9.22 µM]	4%	7%
CC1C/C(=N\NC(=O)c2ccc(NS(=O)(=O)c3ccc(Br)cc3)cc2)CC(C)(C)C1 (stereo not drawn)	11	0%	-14%	-2%	2%	18%	-1%	0%	-7%
Cc1ccccc1N1CC(C(=O)Nc2ccncc2)CC1=O (stereo not drawn)	12	6%	-14%	6%	0%	3%	-50%[inhibitor]	3%	2%
COc1ccc2[nH]c3c(c2c1)CCN1C(=O)N([C@@H](C)C(=O)NC2CCN(Cc4ccccc4)CC2)C(=O)[C@]31C	-22	-17%	-12%	-5%	12%	0%	?	?	3%
COc1ccc(C(C(=O)NC(C)(C)C)N(CCC(C)C)C(=O)CCC(=O)Nc2cc(C)on2)cc1 (stereo not drawn)	?	-4%	-22%	-2%	-2%	-4%	-2%	-19%	-11%
CCOc1ccc(/C=C2\SC(=S)N(CC(=O)N(CCO)C(C)(C)C)C2=O)cc1	-123*	-28%	7%	?	1%	1%	2%	-10%	-3%
CCOC(=O)Cc1csc(NC(=O)CCN2C(=O)c3ccccc3C2=O)n1	4	-2%	-3%	-1%	0%	1%	?	-9%	-4%
CC(C)(C)c1ccc(C(=O)c2c[nH]c(C(=O)NCCc3ccccn3)c2)cc1	-9	0%	17%	1%	-2%	17%	-2%	?	-25%
O=C(C1CCCN1S(=O)(=O)c1cccc2nsnc12)N1CCCCC1 (stereo not drawn)	9	4%	14%	5%	6%	0%	-55%[inhibitor]	17%	-2%
CCCCc1ccc(NC(=O)Nc2cc(C)nn2C)cc1	35	?	-12%	?	?	6.5µM*	5%	2%	-13%
COC(=O)CN1C(=O)Nc2ccc(Br)cc2C1c1ccccc1 (stereo not drawn)	0	-13%	-11%	-3%	1%	2%	-4%	0%	-12%
CCCCCCSc1cc(-c2nc3cnccn3c2NCCCC)ccc1OC	?	-7%	?	-11%	15µM*	-28%	?	-6%	-7%
COc1ccc(-c2cc(=O)oc3cc(OCC(=O)Nc4ccc(CCO)cc4)ccc23)cc1	64	-1%	-13%	-4%	3%	0%	-4%	1%	-10%
O=C1c2ccccc2NC(c2ccc(Cl)cc2Cl)N1Cc1ccccc1 (stereo not drawn)	4	?	?	?	?	0%	20%	0%	-8%

2 entries from above, field by field.
Compound: Cc1ccccc1N1CC(C(=O)Nc2ccncc2)CC1=O (stereo not drawn)
  IL1B secr inh = 12	HT1080 IDH1KD tx = 6%	ATXN2 expr inh = -14%	HT1080-NT tox = 6%	MCF10A rerep = 0%	KB-3-1 tox = 3%	SW480 rereplic = -50%[inhibitor]	KB-V1 cytotox = 3%	WRN helicase inh = 2%

Compound: COc1ccc2[nH]c3c(c2c1)CCN1C(=O)N([C@@H](C)C(=O)NC2CCN(Cc4ccccc4)CC2)C(=O)[C@]31C
  IL1B secr inh = -22	HT1080 IDH1KD tx = -17%	ATXN2 expr inh = -12%	HT1080-NT tox = -5%	MCF10A rerep = 12%	KB-3-1 tox = 0%	SW480 rereplic = ?	KB-V1 cytotox = ?	WRN helicase inh = 3%
